Screening results deposited in PubChem BioAssay by several laboratories.
TbHK1 inh = Trypanosoma brucei hexokinase 1 inhibitors, primary screen, biochemical, G6PDH-coupled NADH absorbance, MLSCN library | recombinant TbHK1, G6PDH-coupled NADH A340 | hexokinase 1 [Trypanosoma brucei] | inhibition, % at 10 µM | 220,000 tested, 0.11% active | AID 1430, 2008;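 active = inhibition of 50% or more in the single-dose primary screen; inactive = inhibition below 50%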
RBBP9 inh = human RBBP9 inhibitors, primary screen, biochemical, fluorescence polarization, FP-Rh probe, HTS | recombinant RBBP9 | Serine hydrolase RBBP9 (Homo sapiens), O75884 | 220,000 tested, 0.2% active | inhibition, % at 7.94 µM;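 active = inhibition above the campaign mean of all tested compounds plus 3 SD, cut at about 14% in these data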;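 note: plate controls were DMSO wells with RBBP9 for no effect and wells lacking RBBP9 protein for full effect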
Target sequence (O75884 whole entry, looked up): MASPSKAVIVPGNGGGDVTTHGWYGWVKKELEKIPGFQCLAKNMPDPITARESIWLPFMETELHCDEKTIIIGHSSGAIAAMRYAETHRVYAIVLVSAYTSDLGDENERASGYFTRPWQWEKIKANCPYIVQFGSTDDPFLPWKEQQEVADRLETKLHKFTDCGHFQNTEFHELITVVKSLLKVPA
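system = RBBP9 protein | input = RBBP9 at 2.5 µM in dispensed solution, before mixing | measured by = fluorescence polarization (mP), excitation 525 nm, emission 598 nm | incubation = enzyme-compound preincubation 30 min, then probe labeling 45 min, 25 °C | buffer or medium = Tris-NaCl-Pluronic buffer, pH 8.0 | compound = single dose 7.94 µM | also added = FP-Rh probe, 375 nM dispensing solution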
m-calpain inh = inhibitors of pig calpain II, primary screen, biochemical, fluorogenic peptide substrate, 1536-well. AID 1236, 2008. purified calpain II, 30 min. 220,000 tested, 0.37% active. inhibition, % at 16 µM;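 active = inhibition above about 50%, limit read from the data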
p97 inhibitor = inhibitors of human p97 ATPase, primary screen, biochemical | Transitional endoplasmic reticulum ATPase (Homo sapiens), P55072 | 220,000 tested, 0.42% active | inhibition, % at 8 µM | recombinant p97 ATPase, Kinase-Glo ATP luminescence, 3 h; in the data active = inhibition above about 15%;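 note: 0% = DMSO vehicle and 100% = wells lacking enzyme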
Target sequence (P55072 whole entry, looked up): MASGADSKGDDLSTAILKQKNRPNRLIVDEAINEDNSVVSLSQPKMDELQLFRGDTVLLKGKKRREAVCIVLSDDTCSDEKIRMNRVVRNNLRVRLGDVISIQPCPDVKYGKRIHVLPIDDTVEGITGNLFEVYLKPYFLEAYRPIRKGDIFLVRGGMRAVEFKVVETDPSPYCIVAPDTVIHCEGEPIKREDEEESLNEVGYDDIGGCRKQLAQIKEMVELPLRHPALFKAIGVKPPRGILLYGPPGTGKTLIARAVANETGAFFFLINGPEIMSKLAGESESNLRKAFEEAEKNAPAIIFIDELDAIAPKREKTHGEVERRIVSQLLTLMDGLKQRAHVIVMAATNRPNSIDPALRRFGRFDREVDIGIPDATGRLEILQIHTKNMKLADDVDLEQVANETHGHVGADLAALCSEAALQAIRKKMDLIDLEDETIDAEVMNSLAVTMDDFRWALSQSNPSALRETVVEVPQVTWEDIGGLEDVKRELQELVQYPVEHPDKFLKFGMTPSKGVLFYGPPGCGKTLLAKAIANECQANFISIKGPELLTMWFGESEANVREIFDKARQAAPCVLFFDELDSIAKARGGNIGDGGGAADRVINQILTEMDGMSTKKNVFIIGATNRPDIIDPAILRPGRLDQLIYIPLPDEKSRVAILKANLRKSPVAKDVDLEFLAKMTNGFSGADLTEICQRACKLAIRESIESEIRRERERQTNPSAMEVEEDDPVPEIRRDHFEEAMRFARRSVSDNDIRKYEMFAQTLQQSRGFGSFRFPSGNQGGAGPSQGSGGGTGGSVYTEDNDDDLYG
Runt-SMMHC FRET = inhibitors of RUNX1 Runt–CBFb-SMMHC binding, primary screen, biochemical, FRET, Cerulean-Runt, Venus-CBFb-SMMHC, uHTS. inhibition, % at 20 µM. AID 1434, 2008. 220,000 tested, 0.74% active. Cerulean-Runt/Venus-CBFb-SMMHC FRET ratio 530/480, 1 h. Runt-related transcription factor 1 (Homo sapiens) + Core-binding factor subunit beta …;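 active = mean inhibition across duplicate retests at 20 µM reaching about 50%, limit read from the data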;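 note: 0% = DMSO wells and 100% = wells with excess untagged CBFb-SMMHC; inhibitors lower the FRET ratio by blocking Runt binding to CBFb-SMMHC; some results filed as inactive read as strong as hits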
p47phox inh = p47phox/p22phox peptide binding inhibitors, primary screen, biochemical, uHTS, NADPH oxidase regulatory subunit; inhibition, % at 24.7 µM; fluorescence polarization, 2 h; 220,000 tested, 0.53% active;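 active = inhibition above about 30%, limit read from the data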;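 note: 0% = p47phox with labelled peptide and 100% = labelled peptide alone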
EBV gp42 inh = Epstein-Barr virus gp42 inhibitors, primary screen, biochemical, uHTS, fluorescence polarization; Glycoprotein 42 (Epstein-Barr virus (strain AG876)), Q1HVG2; Fluorescence polarization binding assay, mP read-out; inhibition, % (tested at 21.74 µM); 220,000 tested, 0.42% active; in the data active = inhibition above about 50%
Runt-CBFb FRET = inhibitors of RUNX1 Runt–CBFb binding, primary screen, biochemical, FRET, Cerulean-Runt, Venus-CBFb, uHTS. Cerulean-Runt/Venus-CBFb FRET ratio 530/480, 1 h. AID 1496, 2009. Runt-related transcription factor 1 (Homo sapiens) + Core-binding factor subunit beta …. 220,000 tested, 0.46% active. inhibition, % at 20 µM;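 active = inhibition over about 50% at 20 µM in the single-dose screen, limit read from the data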;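 note: 0% = DMSO wells and 100% = excess unlabeled CBFb competitor control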
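System: Cerulean-labeled Runt domain protein | Quantity: 100 nM of each labeled protein | Schedule: 1 h compound exposure, room temperature | Detection: Fluorescence energy transfer, 422 nm excitation, 530/480 nm emission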
Furin inhibitor = human furin inhibitors, primary screen, biochemical, fluorescence intensity. purified furin, fluorogenic substrate cleavage. P09958. inhibition, % at 30 µM. 220,000 tested, 0.061% active; in the data active = inhibition above about 25%; note: inactives centre near -15
Starred values were filed as active, the others as inactive; nt = not tested or not shown; [ ] = remark or other dose. Rows were taken by chance. About 2.7% of those tested had a hit in this group.

SMILES	TbHK1 inh	RBBP9 inh	m-calpain inh	p97 inhibitor	Runt-SMMHC FRET	p47phox inh	EBV gp42 inh	Runt-CBFb FRET	Furin inhibitor
CNc1nc(-c2ccc(OC)cc2)c(-c2ccc(OC)cc2)s1	-4	-11	19	-1	-1	-6	23	4	-8
CCn1cnc2cc(NC(=O)c3ccco3)ccc21	-5	7	-3	-1	1	10	-17	-1	-1[20 µM]
CC(C)c1ccc(NC(=O)COc2ccccn2)cc1	11	-9	19	-7	2	-2	-10	-1	-4
COc1ccc(C(=O)/C=C/c2ccccc2OC)c(OC(=O)c2ccc([N+](=O)[O-])cc2)c1	-3	-4	nt	8	nt	nt	nt	nt	-8[20 µM]
Cc1ccc(NC(=O)Cc2n[nH]c(=S)n2C)cc1	-1	5	8	0	5	2	-11	2	-19
COc1cccc(-n2c(-c3ccc4[nH]c(C)c(C)c4c3)n[nH]c2=S)c1	37	-8	-10	-1	30	-2	9	13	-16
COC(=O)c1cccc(NC(N)=S)c1	0	-3	-1	-1	0	6	-1	0	-25
CCSc1ccccc1C(=O)Nc1ccc2c(c1)OCO2	1	-8	33	-4	-2	6	5	3	-10
Cc1ccc(NC(=O)C2COc3ccccc3O2)nc1 (stereo not given)	14	-3	-7	2	0	3	-13	1	-13[20 µM]
COc1coc(/C=C/C(=O)O)cc1=O	-5	4	-16	3	1	-17	-2	1	-1
C=CCNC(=O)c1ccc(C2SCC(=O)N2Cc2ccccc2)cc1 (stereo not given)	-3	-3	-3	4	4	-10	-18	-3	-9
CCOC(=O)c1[nH]c2ccccc2c1NC(=O)CCN1CC(C)OC(C)C1 (stereo not given)	-8	-9	-44	-5	0	-12	-19	4	-18[20 µM]
C=C(C)C1CC=C(C)/C(=N/NC(=O)COc2ccccc2C)C1 (stereo not given)	-8	-8	22	-5	-1	-10	9	-5	-6
Cc1ccc(-n2c(C)cc(/C=C3/C(=N)N4C(c5ccccc5)=CSC4=NC3=O)c2C)cc1	-12	-7	-195	2	-49	-62	-59	-163	-14
CC1Cc2ccccc2N1CC(=O)c1c(N)n(Cc2ccccc2)c(=O)n(C)c1=O (stereo not given)	-3	-5	-15	4	2	-8	4	2	-15
CCC1CCCCN1CCNS(=O)(=O)c1ccc2c(c1)CCN2C(C)=O (stereo not given)	-3	-6	-1	3	3	-19	19	-2	-18[20 µM]
Cc1ccc(C)c(OCC(=O)Nc2nc3ccc([N+](=O)[O-])cc3s2)c1	5	-8	-9	-2	-4	-17	3	1	-18
Cc1ccc(Cl)cc1NC(=O)COC(=O)c1ccc(N2CCCC2)c([N+](=O)[O-])c1	-11	-10	-13	-3	2	-2	-1	1	-21
CCC(=O)N1CCc2cc(S(=O)(=O)NCCCN(CC)Cc3ccccc3)ccc21	9	2	-22	3	3	-20	-13	0	-23[20 µM]
OC1COC(OCc2ccccc2)C(O)C1O (stereo not given)	-14	8	-3	11	-3	3	-20	-2	-13
CCN1CCN(C(=O)c2cc(-c3cccnc3)nc3ccc(Br)cc23)CC1	-17	-3	20	-2	2	9	-3	4	-1[20 µM]
O=C1CSC(c2ccc(F)cc2)N1c1nnc(C23CC4CC(CC(C4)C2)C3)s1 (stereo not given)	7	4	-17	4	-3	-13	-13	1	-5[20 µM]
Cc1cc(C(=O)O)cc(Br)c1N	-2	1	-7	1	-4	-2	-17	2	-27
Cc1ccc(CNC(=O)/C=C/c2ccc(S(=O)(=O)NCc3ccco3)cc2)cc1	40	-1	5	0	3	-7	-9	0	0
Cc1cc(C2C(C#N)=C(N)OC3=C2C(=O)CCC3)c(C)s1 (stereo not given)	-13	-10	-4	14	-1	-2	-1	0	-11[20 µM]
Continued:
SMILES	TbHK1 inh	RBBP9 inh	m-calpain inh	p97 inhibitor	Runt-SMMHC FRET	p47phox inh	EBV gp42 inh	Runt-CBFb FRET	Furin inhibitor
Cc1ccc(-c2nn(-c3ccccc3)cc2C(=O)N2CCN(c3ccccn3)CC2)cc1	-9	-6	18	-3	-1	10	6	-3	-16
Cc1ccccc1NC(=S)NCc1cccn1C	1	-5	10	-3	-2	-14	7	0	-18
Cc1ccc(NC(=O)Nc2ccc(F)cc2)cc1Cl	9	-8	20	-2	2	7	-9	2	-5
COC(=O)C(NC(=O)c1ccc(F)cc1)(Nc1nc(C)cs1)C(F)(F)F (stereo not given)	0	1	-42	0	2	-12	-8	-3	-17[20 µM]
COc1ccc(-c2[nH]ncc2C=O)cc1OC	-6	-2	-1	-1	2	-7	-16	0	-21
O=C(NCc1nc2ccccc2[nH]1)c1ccccc1F	-6	-8	5	-3	-1	-4	-11	-1	-20
O=c1c2ccccc2nc(-c2ccccc2)n1CCCn1ccnc1	-4	-8	14	1	3	-2	4	0	-17[20 µM]
CCN1CC2=C(OC(N)=C(C#N)C2c2cccs2)/C(=C\c2cccs2)C1 (stereo not given)	-23	3	-306	4	-9	-27	4	5	-20[20 µM]
O=C(NCC1CCCO1)c1cccc(N2C(=O)C3C4C=CC(C4)C3C2=O)c1 (stereo not given)	-1	-7	-14	2	3	-13	-17	1	-19[20 µM]
Cc1cc(=O)[nH]c(SCC(=O)c2ccc(C)c(C)c2)n1	1	-10	25	-6	-1	-5	5	-2	-10
CC(=O)ON1C(C)(C)Cc2noc(N)c2C1(C)C	-4	-2	-11	-2	4	-4	-11	-2	-5[20 µM]
Brc1ccc2nc(-c3c[nH]c4ccccc34)cn2c1	-6	-8	-64	3	-2	-16	12	-2	-17
CC(=O)N1CCN(C(=O)CCc2c[nH]c3ccccc23)CC1	6	4	-24	3	2	-2	-19	-2	-17
Cc1nc(N)sc1C(=O)N/N=C/c1cccnc1	-36	-5	3	3	0	-5	-15	2	-17
COC(=O)c1cc(NC(=O)C2CC2)cc(C(=O)OC)c1	-2	-7	14	1	-2	-6	18	0	-14[20 µM]
CCCC(=O)N(CCc1ccccc1)Cc1nc2ccccc2c(=O)[nH]1	-10	-11	9	-4	2	1	-1	-4	-23
CC(=O)OC[C@H]1O[C@@H](Sc2cccc3cccnc23)[C@H](OC(C)=O)[C@@H](OC(C)=O)[C@@H]1OC(C)=O	-4	-8	-112	1	0	-9	-6	-2	-18
Cn1nnc(NC(=O)c2cccs2)n1	2	-1	-8	4	2	-9	-18	1	-18
COc1cc(OC)c(C(=O)OC(C)C(=O)Nc2cc(C(F)(F)F)ccc2Cl)cc1OC (stereo not given)	-7	1	-17	2	-10	-6	-14	-7	-12
COc1ccc(CCNC(=O)Nc2ccccc2[N+](=O)[O-])cc1	-6	-2	0	0	2	-6	-16	1	-11
Cc1ccc(C(=O)Nc2ccc3c(c2)ncn3C)cc1	3	-7	2	4	0	-3	-3	-2	-17[20 µM]
O=C(O)c1cc(-c2ccccc2)c(N2CCOCC2)s1	-5	-12	-7	4	3	-17	6	4	-28
CCS(=O)(=O)c1ccc(O)c(NC(=O)Nc2cccc3ccccc23)c1	-6	-7	22	6	1	-8	3	2	-21
O=C1C2C3C=CC(C3)C2C(=O)N1CCC(=O)N1CCc2ccccc21 (stereo not given)	1	14	-9	-1	-4	-3	-14	-2	-24[20 µM]
COc1cc(NC(=O)c2cc3ccccc3o2)c(OC)cc1Br	-13	-12	-147	-3	-9	-24	-19	0	-10
Additional results follow:
SMILES	TbHK1 inh	RBBP9 inh	m-calpain inh	p97 inhibitor	Runt-SMMHC FRET	p47phox inh	EBV gp42 inh	Runt-CBFb FRET	Furin inhibitor
CC(=O)NC(=S)Nc1ccc(NC(=O)COc2ccc(Cl)cc2)cc1	-7	-9	20	2	-1	-5	5	0	-6[20 µM]
Cc1nnc(SCc2c(Cl)cccc2[N+](=O)[O-])s1	-2	12	-1	1	2	-7	-7	1	-19
CC1=CC(C)(C)N(S(=O)(=O)c2ccc(C)cc2)c2ccccc21	10	-12	16	-2	0	-8	-25	1	-17[20 µM]
CCc1ccc2oc(-c3ccc(OC)cc3)cc(=Nc3c(C)n(C)n(-c4ccccc4)c3=O)c2c1	-7	3	-78	2	-7	-6	-25	-10	-2
CC1CCN(S(=O)(=O)N2CCC(C(=O)NCCN3CCOCC3)CC2)CC1	-4	5	-14	0	3	-7	-18	-1	-13[20 µM]
CCOc1ncccc1C(=O)OC(C)C(=O)NC(=O)NC1CCCCC1 (stereo not given)	2	2	37	-3	1	-5	-7	-3	-15
COc1cc(NS(=O)(=O)c2ccc(NC(=S)NC(=O)C(C)(C)C)cc2)nc(OC)n1	-9	4	-52	0	4	-32	-2	7	-17[20 µM]
CN(C)c1ccc(C(c2nnnn2C(C)(C)C)N2CCc3ccccc3C2)cc1 (stereo not given)	2	-4	-6	3	-1	-7	13	32	-22
COc1ccc(O)c(C(=O)c2coc(=N)c(C(=O)Nc3ccc(SC(F)F)cc3)c2)c1	-11	-10	-18	7	-18	-22	-13	-6	-15
CCCCC(CC)C(=O)N1CCN(C(=O)c2ccco2)CC1 (stereo not given)	7	-5	31	-3	-4	-3	-7	-1	-22
Cc1ccc(N(CC(=O)NCc2ccco2)S(=O)(=O)c2ccccc2)cc1	8	1	4	-2	-6	1	1	-1	-10
Cc1c(Cl)cccc1NC(=S)NCc1ccco1	-7	-8	-16	5	1	-19	2	5	-27
COc1cccc(C(=O)NCc2nnc(SCC(=O)Nc3nccs3)n2-c2ccccc2)c1	1	2	0	-6	-2	3	3	nt	-6
O=C(O)c1ccc(N2C(=O)Nc3ccccc3N2O)cc1	0	-2	-23	3	2	-4	-4	0	-21
CC1Cc2ccccc2N1C(=O)CSc1nc(-c2ccccc2)cs1 (stereo not given)	12	-10	15	-2	0	-18	-13	-1	-14
O=C(NCC(=O)N(c1ccccc1F)C(C(=O)NCC1CCCO1)c1ccccc1)c1ccco1 (stereo not given)	5	-8	9	3	-3	-4	7	0	-30

Random excerpt: 3 compounds from above.
SMILES	TbHK1 inh	RBBP9 inh	m-calpain inh	p97 inhibitor	Runt-SMMHC FRET	p47phox inh	EBV gp42 inh	Runt-CBFb FRET	Furin inhibitor
COc1ccc(CCNC(=O)Nc2ccccc2[N+](=O)[O-])cc1	-6	-2	0	0	2	-6	-16	1	-11
CC(=O)OC[C@H]1O[C@@H](Sc2cccc3cccnc23)[C@H](OC(C)=O)[C@@H](OC(C)=O)[C@@H]1OC(C)=O	-4	-8	-112	1	0	-9	-6	-2	-18
CC1CCN(S(=O)(=O)N2CCC(C(=O)NCCN3CCOCC3)CC2)CC1	-4	5	-14	0	3	-7	-18	-1	-13[20 µM]

Entries from the list above containing a tert-butyl group (two):
SMILES	TbHK1 inh	RBBP9 inh	m-calpain inh	p97 inhibitor	Runt-SMMHC FRET	p47phox inh	EBV gp42 inh	Runt-CBFb FRET	Furin inhibitor
COc1cc(NS(=O)(=O)c2ccc(NC(=S)NC(=O)C(C)(C)C)cc2)nc(OC)n1	-9	4	-52	0	4	-32	-2	7	-17[20 µM]
CN(C)c1ccc(C(c2nnnn2C(C)(C)C)N2CCc3ccccc3C2)cc1 (stereo not given)	2	-4	-6	3	-1	-7	13	32	-22
